SENP1 inh: blocks the human SENP1 SUMO protease catalytic domain; Q9P0U3; recombinant SENP1 catalytic domain, CyPet-SUMO1-YPet FRET cleavage; inhibition, % at 10 µM; 360,000 compounds, 0.21% hits; AID 624204;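 active = inhibition at least 30% at 10 µM, raw YFP signal under a set limit, fluorescence ratio 0.5 to 1.5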;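 also: 0% = enzyme with DMSO and 100% = no enzyme wells; some results filed as inactive read as strong as hits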
Target sequence (Q9P0U3 419-644 limits assumed): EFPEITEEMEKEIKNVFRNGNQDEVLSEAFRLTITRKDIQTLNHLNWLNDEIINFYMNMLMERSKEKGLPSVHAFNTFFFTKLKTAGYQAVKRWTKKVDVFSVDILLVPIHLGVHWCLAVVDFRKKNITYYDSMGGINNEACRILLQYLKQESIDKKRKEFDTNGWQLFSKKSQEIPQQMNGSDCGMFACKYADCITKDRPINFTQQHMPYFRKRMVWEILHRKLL
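Assay system – human recombinant His6-tagged SENP1 catalytic domain enzyme · Input – SENP1 enzyme, 20 pM final · Buffer or medium – Tris pH 8 buffer plus EDTA, NaCl, BME, BSA, NP40, catalase · Schedule – 50 min reaction at room temperature · Technique – FRET read of cyan and yellow fluorescence · Control set – no-enzyme wells low, DMSO-plus-enzyme wells high control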
SENP8 inh: SENP8 (human) protease inhibition. 360,000 compounds, 0.64% hits. inhibition, % at 20 µM. recombinant SENP8, Nedd8 substrate fluorescence. Q96LD8; in the data active = inhibition mostly above about 40%, no sharp cut-off; inactive = mostly below about 27%
Target sequence (Q96LD8 whole entry, looked up): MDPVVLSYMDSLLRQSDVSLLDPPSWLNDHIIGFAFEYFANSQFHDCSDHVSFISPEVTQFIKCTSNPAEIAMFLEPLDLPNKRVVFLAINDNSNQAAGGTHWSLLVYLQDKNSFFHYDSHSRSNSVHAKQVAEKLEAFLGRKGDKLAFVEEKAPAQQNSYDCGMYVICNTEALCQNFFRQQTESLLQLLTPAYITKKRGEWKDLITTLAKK
An asterisk follows results filed as active. This is a subset; count on the stated rates, not on these rows.

SMILES | SENP1 inh | SENP8 inh
Cc1cccc(S(=O)(=O)NC(=O)C2(C)CCN2C(=O)CCc2ccccc2)c1 (configuration not stated) | 0 | 11
CCc1nc2c(OCc3ccc(C(F)(F)F)cc3)cccn2c1N(C)C(=O)c1ccc(OC)cc1 | -1 | 10
CCCC1NC(=O)c2cccnc2-n2c1nc1ccc(Cl)cc1c2=O (configuration not stated) | -2 | 2
CCNC(=O)C1(C)CCCN1C(=O)c1cnc2ccccc2n1 (configuration not stated) | 1 | 24
CCNC(=O)C1CCCN(C(=O)c2ccc(OC(F)F)cc2)CC1 (configuration not stated) | 2 | 18
O=C1c2ccccc2C(c2nnnn2-c2ccc3c(c2)OCCO3)N1CCCN1CCOCC1 (configuration not stated) | 3 | 5
O=C(Nc1nnc([C@@H]2O[C@H](CO)[C@@H](O)[C@H]2O)s1)Nc1ccccc1C(F)(F)F | 4 | -19
CCOC(=O)N(C)c1c(CC)nc2c(OCC(=O)C(C)(C)C)cccn12 | -3 | 5
Nc1c2c(=O)[nH]c(O)cc2nn1-c1ccccc1 | -5 | -111
Cc1cc(C)cc(Cn2cc(CN3CC(N4CCN(Cc5ccccc5F)CC4)CS3(=O)=O)nn2)c1 (configuration not stated) | -1 | 12
O=C1CC(c2ccccc2)Oc2ccc(Cl)cc21 (configuration not stated) | -2 | -2
COc1ccc(C2NCCCC2c2ccccc2)cc1 (configuration not stated) | -1 | 32
Cc1cc(C(=O)NN=C2CCCCC2)c2ccccc2n1 | 0 | 10
Cc1ccc(S(=O)(=O)N2CC3(O)CN(C(=O)OC(C)C)N(C(=O)OC(C)C)CC3(OC(=O)NCc3ccccc3F)C2)cc1 (configuration not stated) | 1 | -3
CCNC(=O)C1CCCN(C(=O)c2cccc(OC(F)(F)F)c2)CC1 (configuration not stated) | 2 | 19
O=C(COc1ccc(Cl)cc1Cl)NC1CC1 | 4 | 20
COc1ccc(NC(=O)C2(C)Cc3c(-c4cccc(C(N)=O)c4)ccnc3O2)cc1 (configuration not stated) | -1 | 3
CC1(Cc2ccc(F)cc2)C(=O)Nc2ccc(S(=O)(=O)NC3CCCCC3)cc21 (configuration not stated) | 3 | -17
CC(C)=NNc1ncnc2nc[nH]c12 | 3 | 11
COc1cc(/C=C2/SC(=S)N(CCC(=O)N3CCN(C)CC3)C2=O)cc(OC)c1OC | 25 | 24
COc1ccc(C2C3=C(CC(C)(C)CC3=O)Oc3ncn4nc(-c5ccccc5)nc4c32)cc1 (configuration not stated) | -1 | 1
CN1C(=O)CC2(C)C1=CCc1scnc12 (configuration not stated) | 0 | 6
CCC(=O)N(C)C[C@@H]1Oc2cc(Br)ccc2S(=O)(=O)N([C@@H](C)CO)C[C@@H]1C | -1 | 5
Cc1cc(C)n(-c2nc(NCCC(C)C)c3c4c(sc3n2)COC(C)(C)C4)n1 | -6 | -324
COCCn1nnnc1C(CC(C)C)N1CCN(c2cccc(OC)c2)CC1 (configuration not stated) | 2 | 21
CCCCN(C)c1c(C)nc2ccc(C(=O)N3CCN(C(C)=O)CC3)cn12 | 1 | 17
CC(=O)N1C[C@H]2CON(C)[C@H]2C[C@H]1c1ccccc1Br | 0 | 6
O=C(Nc1nc2ccccc2s1)c1ccc2sc([C@H]3C[C@H](O)[C@@H](CO)O3)nc2c1 | 2 | -210
O=C(CN(c1ccc(Br)cc1)S(=O)(=O)c1ccc(Cl)c([N+](=O)[O-])c1)NCC1CCCO1 (configuration not stated) | 2 | 4
N#CCCN(Cc1cccnc1)CN1C(=O)c2ccccc2C1=O | 1 | -3
C[C@@H]1CN([C@H](C)CO)C(=O)c2cc(Br)cnc2O[C@H]1CN(C)C(=O)Cc1ccncc1 | -11 | -2
COCCCNc1c2c(nc3ccccc13)CCC2 | -2 | 6
NC1=NC(=O)/C(=C/c2cn(CCC(=O)O)nc2-c2ccc(Cl)cc2)S1 | -1 | -10
CCOc1ccc2[nH]c(=O)c(CN(Cc3cccs3)C(CC)c3nnnn3C(C)(C)CC)cc2c1 (configuration not stated) | -22 | -495
CCCCN(C(=O)COc1ccc(F)cc1)c1c(N)n(CC(C)C)c(=O)[nH]c1=O | -2 | 1
CC(=O)OCc1ccc(C2=CC(=O)CC(C)(C)C2=O)cc1 | 1 | 4
CCOC(=O)C1(C)CCCCCN1C(=O)c1ccc(C(=O)OC)cc1 (configuration not stated) | 2 | 20
OCC(O)C(O)C(O)c1cnn(-c2ccccc2)n1 (configuration not stated) | 1 | 8
OCCCNc1ncnc2c1ncn2[C@H]1CN(Cc2ccc(Cl)cc2)C[C@@H](CO)O1 | 3 | 19
O=c1nc2s/c(=C\c3ccc(-c4ccccc4[N+](=O)[O-])o3)c(=O)n2nc1-c1ccccc1 | 12 | 32
COc1ccc(NC(=O)C2(C)CCN2CCOc2ccc(C)cc2)cc1OC (configuration not stated) | 4 | 13
CCOC(=O)C1=CCN(S(=O)(=O)c2ccccc2F)C1c1ccc(C)cc1 (configuration not stated) | 1 | 12
CC(=O)Nc1cc(-c2ccc(C(=O)NC3CC3)cc2)cn2c(-c3cccc(C(F)(F)F)c3)cnc12 | -11 | -482
COc1cccc(S(=O)(=O)N(C)C[C@H]2OCc3cnnn3CCCC(=O)N([C@@H](C)CO)C[C@@H]2C)c1 | 0 | 10
C=CCOC(=O)Nc1nc(CCNC(=O)OC(C)(C)C)c(C(=O)O)s1 | -1 | 9

3 of the compounds above, with tabs:
structure	SENP1 inh	SENP8 inh
CCOc1ccc2[nH]c(=O)c(CN(Cc3cccs3)C(CC)c3nnnn3C(C)(C)CC)cc2c1 (configuration not stated)	-22	-495
CCCCN(C(=O)COc1ccc(F)cc1)c1c(N)n(CC(C)C)c(=O)[nH]c1=O	-2	1
COCCCNc1c2c(nc3ccccc13)CCC2	-2	6

(further entries)
SMILES | SENP1 inh | SENP8 inh
COc1ccc(C(NC(=O)C2CCN(CCOc3ccccc3)CC2)c2ccccn2)cc1 (configuration not stated) | -1 | 8
COc1ccc(CCNC(=O)c2cc3ccc(Cl)cc3nc2N)cc1 | -16 | -362
CC(C)NC(=O)N[C@H]1C=C[C@H](CC(=O)NCc2ccc(Oc3ccccc3)cc2)O[C@@H]1CO | 1 | 17
CC(C)NC(=O)C1(C)CN(S(C)(=O)=O)CC(=O)N1C1CCN(Cc2ccccc2)CC1 (configuration not stated) | -1 | 2
O=C(COC(=O)Cc1c[nH]c2ccccc12)Nc1cccc(Br)c1 | 2 | 9
CC1CN(CC(O)c2ccc(Br)cc2)CCO1 (configuration not stated) | 1 | 6
CC1(C(=O)O)CCCN1C(=O)c1cc2ccccc2s1 (configuration not stated) | 2 | 7
CC(=O)c1ccc(OCc2c(-c3ccccc3)nnn2CC(=O)NS(=O)(=O)c2ccc(C)cc2)cc1 | 4 | 23
F[B-](F)(F)COCc1ccccc1Br | 0 | 14
O=C(NCC1(c2ccccc2)CCCC1)C(=O)NCC1(c2ccccc2)CCCC1 | -2 | 12
CC1CC(C)(C)CC2(C1)NC(=O)N(CC(=O)Nc1cc(C(F)(F)F)ccc1N1CCCCC1)C2=O (configuration not stated) | -11 | 8
COC(=O)c1ccc(CNC(=O)COC(=O)CNS(=O)(=O)c2ccc(C)cc2)cc1 | -1 | 1
C/C(Cn1nnc([N+](=O)[O-])n1)=N\NC(=O)c1ccc(C)cc1 | 1 | 29
CN(Cc1ccccc1)S(=O)(=O)c1ccc(Cl)c(C(=O)NCCCN2CCCC2=O)c1 | 0 | -3
COc1ccc(S(=O)(=O)Nc2ccc3c(c2)C(=O)N([C@H](C)CO)C[C@H](C)[C@@H](CN(C)C(=O)Nc2ccc(C(F)(F)F)cc2)OCCCC[C@H](C)O3)cc1 | 0 | 9

Compounds from the list above that have two or more sulfur atoms:
SMILES | SENP1 inh | SENP8 inh
COc1cc(/C=C2/SC(=S)N(CCC(=O)N3CCN(C)CC3)C2=O)cc(OC)c1OC | 25 | 24
O=C(Nc1nc2ccccc2s1)c1ccc2sc([C@H]3C[C@H](O)[C@@H](CO)O3)nc2c1 | 2 | -210

The list continues:
SMILES | SENP1 inh | SENP8 inh
CCCCCCN1C[C@H](n2cc(COC(=O)c3ccccc3)nn2)[C@@H](O)C[C@@H]1c1ccc(OC)cc1 | 0 | -7
O=C(OCc1ccccc1)N1CCC2CC1c1cc(-c3cc4ccccc4o3)ccc12 (configuration not stated) | 1 | -54
Cc1ccc(-n2ncc3c(SCc4cccnc4)ncnc32)c(C)c1 | 1 | 5
Cc1ccc(NC(=O)COC(=O)Cn2c(C)csc2=O)cc1S(=O)(=O)N1CCOCC1 | 0 | 7
O=C1C=CC(=O)N1Cc1cccnc1 | 0 | 13
Cc1c2cnn(CC(=O)N3CCOCC3)c(=O)c2c(C)n1Cc1ccc(F)cc1 | -4 | -32
Cc1cccc(CNC(=O)c2sc(=O)n(Cc3ccccc3C)c2C)c1 | 5 | -6
CC1(C(=O)NCc2cccs2)Cc2c(-c3ccccc3)ccnc2O1 (configuration not stated) | -1 | 14
Cc1cn([C@H]2C[C@H](O)[C@@H](CCC(=O)NCc3ccc4c(c3)OCO4)O2)c(=O)[nH]c1=O | 0 | 19
COc1cc(F)ccc1-c1cc(C(=O)NCc2cc(C(F)(F)F)cc(C(F)(F)F)c2)[nH]n1 | 1 | 7
CC(=O)Nc1ccc(CN(C)c2c(C)nc3ccc(C(=O)N4CCN(C(=O)c5ccco5)CC4)cn23)cc1 | 1 | 13
COc1cccc(C(O)c2nc(-c3cccc(F)c3)cs2)c1 (configuration not stated) | 1 | 17
COc1ccc(NC(=O)C[C@H]2C(=O)N(c3ccc(Br)cc3)C[C@@H]2c2ccc(OC)cc2)cc1 | 3 | 2
CN(Cc1ccccc1)C(=O)[C@@H]1CCCN1C(=O)[C@@H]1CCCN1C(=O)OC(C)(C)C | 2 | 11
COc1ccccc1N1CCN(CCCN2CC(=O)N3CCCCC3C2=O)CC1 (configuration not stated) | 0 | 21

One compound at a time, from the list above. Order of values: SENP1 inh	SENP8 inh
Record of COc1cccc(S(=O)(=O)N(C)C[C@H]2OCc3cnnn3CCCC(=O)N([C@@H](C)CO)C[C@@H]2C)c1 = 0	10
Record of COc1cc(/C=C2/SC(=S)N(CCC(=O)N3CCN(C)CC3)C2=O)cc(OC)c1OC = 25	24
Record of C=CCOC(=O)Nc1nc(CCNC(=O)OC(C)(C)C)c(C(=O)O)s1 = -1	9
Record of CC(C)=NNc1ncnc2nc[nH]c12 = 3	11

Random excerpt: 3 entries already listed, in no set order.
SMILES | SENP1 inh | SENP8 inh
Cc1cccc(CNC(=O)c2sc(=O)n(Cc3ccccc3C)c2C)c1 | 5 | -6
COc1cc(F)ccc1-c1cc(C(=O)NCc2cc(C(F)(F)F)cc(C(F)(F)F)c2)[nH]n1 | 1 | 7
COc1ccc(NC(=O)C[C@H]2C(=O)N(c3ccc(Br)cc3)C[C@@H]2c2ccc(OC)cc2)cc1 | 3 | 2

Next entries follow:
SMILES | SENP1 inh | SENP8 inh
O=C(Nc1ccc2c(c1)CCO2)Nc1nnc([C@H]2C[C@H](O)[C@@H](CO)O2)s1 | 1 | 16
CN1CCc2c(sc3c2c(=O)n(-c2ccccc2)c2nnc(SCc4ccc(F)cc4)n32)C1 | -1 | 15
CCOC(=O)C1=C(COC(=O)c2ccc(OC)c(S(=O)(=O)N3CCOCC3)c2)NC(=O)NC1C (configuration not stated) | -1 | 6
Cc1ccc(S(=O)(=O)N2CCCOC2CNC(=O)C(=O)NCCc2ccco2)cc1 (configuration not stated) | -2 | 9
CC1(C(=O)NS(=O)(=O)c2ccc(F)cc2F)CCN1C(=O)c1ccccc1CCc1ccccc1 (configuration not stated) | 3 | 15
CC(=O)OC1CC[C@@]2(C)C(CCC3C2CC(=O)[C@@]2(C)C3CC3CC(C)=CC(=O)C32)C1 (some centres not stated) | 1 | 2
Nc1ncnc2c1ncn2[C@@H]1O[C@H](C(=O)N2CCCN(Cc3cccs3)CC2)[C@@H](O)[C@H]1O | 2 | 20
COc1ccc(NC(=O)c2ccncc2)cc1S(=O)(=O)N1CCCCC1 | 0 | 14
COc1ccc(/C(O)=C2\C(=O)C(=O)N(CCN3CCOCC3)C2c2ccccc2OC)cc1 (configuration not stated) | 0 | 12
CC(C)C[C@H]1CN(CCCC[C@@H]2CNC(=O)C(=O)N2CC2CCCCC2)C(=O)C(=O)N1CC1CCCCC1 | 0 | 6
CCOC(=O)c1c(C)[nH]c(C(=O)OC(C)C(=O)Nc2ccc(C)cc2)c1C (configuration not stated) | -2 | 5
Cc1ccc(S(=O)(=O)NC(=O)C2(C)CCN2C(=O)Cc2cc(F)ccc2F)nc1 (configuration not stated) | 1 | 16
CC(C)C[C@@H](CNCC(=O)[C@H](CC(C)C)NC(=O)c1[nH]cnc1C(=O)N[C@@H](C)CN)NC(=O)c1nc[nH]c1C(=O)N[C@@H](CC(C)C)C(=O)O | -6 | 0
COc1ccc(N=C2C(=S)N(c3ccc(OC)cc3)C(=NS(=O)(=O)c3ccccc3)N2c2ccccc2)cc1 | 1 | 25
CSCCC(NC(=O)OCc1ccccc1)NC(=O)OCc1ccccc1 | -1 | 15
COC(=O)C1CCN(C2CN(Cc3ccc([N+](=O)[O-])cc3)S(=O)(=O)C2)CC1 (configuration not stated) | 5 | 9
